MBNL1-CUG inh: blocks human MBNL1 binding to CUG repeat RNA; Q9NR56; TR-FRET MBNL1-His/biotin-(CUG)12 binding, 665/545 ratio; Potency, µM (top dose mostly 57.5 µM), inactives show at the highest dose activity change, negative = inhibition, usual class: inhibitors; hit rate 0.036% among 280,000; AID 2675; active means well fitted inhibition curve with a large enough effect in the signal ratio, with a control signal flat, not every such curve was filed as active; inconclusive means small, poorly fitted or top-dose-only effect, or effect the other way, or a change in a side signal; inactive means no such curve, though single readings can be large or run the other way; the % refers to the signal ratio; further: potency means the concentration at half of the fitted maximal effect; on the % scale 0 is the no-effect control and ±100 the full control effect
Target sequence (Q9NR56 whole entry, looked up): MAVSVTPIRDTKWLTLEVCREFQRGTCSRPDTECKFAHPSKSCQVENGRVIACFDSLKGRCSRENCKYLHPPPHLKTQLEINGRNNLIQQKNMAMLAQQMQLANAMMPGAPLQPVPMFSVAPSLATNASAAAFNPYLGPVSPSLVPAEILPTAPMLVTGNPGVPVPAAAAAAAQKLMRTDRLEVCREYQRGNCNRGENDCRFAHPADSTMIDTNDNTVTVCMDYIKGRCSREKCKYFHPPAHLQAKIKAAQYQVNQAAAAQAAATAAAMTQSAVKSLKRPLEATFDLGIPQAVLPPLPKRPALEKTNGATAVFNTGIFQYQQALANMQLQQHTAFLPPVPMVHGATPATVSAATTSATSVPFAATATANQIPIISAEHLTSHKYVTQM
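Compounds (final 92 nM to 58 uM) are added to His-tagged MBNL1 and biotin-(CUG)12, then terbium anti-His antibody and streptavidin-XL665 (5 nM final). After 60 min at room temperature, the 665/545 nm ratio is read.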
S-ASM inh: human S-ASM enzyme inhibition | Potency, µM (doses to about 57.5 µM), without a hit: at the highest dose activity change, negative = inhibition, actives largely listed as inhibitors | placental ASM, HMU-PC fluorogenic substrate, 60 min | AID 504937 | hit rate 0.006% among 340,000 | P17405; further: potency means the concentration at half of the fitted maximal effect
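Human placenta-derived ASM preincubated with compound 10 min at room temperature, then reacted with 9 uM (final) fluorogenic HMU-PC substrate for 60 min at 37 C. Stop solution raises pH to 10; fluorescence read at Ex 386/Em 447 nm.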
Menin MLL FP TR: inhibitors of human menin-MLL interaction, mutant MLL peptide. hit rate 0.23% among 270,000. Menin + Texas Red MLL mutant peptide, fluorescence polarization. AID 1768. Potency, µM (top dose mostly 61.6 µM), for inactives: at the highest dose FP activity change, negative = inhibition, hits mostly inhibitors. O00255; active means well fitted inhibition curve with a large enough effect in the polarisation, with a control signal flat, not every such curve was filed as active; inconclusive means small, poorly fitted or top-dose-only effect, or effect the other way, or a change in a side signal; inactive means no such curve, though single readings can be large or run the other way; the % refers to the polarisation; further: potency means the concentration at half of the fitted maximal effect; % of control where 0% means no effect; many of its hits are not listed in these tables
MLL CXXC-DNA inh: MLL CXXC-DNA interaction inhibition; Potency, µM (top dose mostly 115 µM), without a hit: top-dose activity change, negative = inhibition, usual class: inhibitors; hit rate 0.037% among 290,000; MLL-CXXC / FITC-HOXA9 DNA fluorescence polarization; active means well fitted inhibition curve with a large enough effect in the polarisation, with a control signal flat, not every such curve was filed as active; inconclusive means small, poorly fitted or top-dose-only effect, or effect the other way, or a change in a side signal; inactive means no such curve, though single readings can be large or run the other way; the % refers to the polarisation; further: potency means the concentration at half of the fitted maximal effect
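Fluorescence polarization: 7 uM MLL-CXXC (stock) preincubated 5 min with compounds, then 50 nM fluorescein-HOX-A9 DNA (stock) added; 30 min ambient. Buffer 50 mM Tris-HCl pH 7.5, 50 mM NaCl, 1 mM DTT, 0.05% BSA.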
Integrin act MD: activators of alpha7 integrin expression for muscular dystrophy; Potency, µM (doses to about 38.3 µM), for inactives: at the highest dose activation, actives largely listed as activators; AID 624291; hit rate 0.064% among 350,000; alpha7betagal myoblasts, beta-gal FDG fluorescence, 48 h;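 further: potency means the concentration at half of the fitted maximal effect; 100% = response of the positive control SU9516; nearly all actives have a fitted effect of over 60% in size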
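alpha7betagal+/- myoblasts (passage 13, 250/well) treated 48 h at 37C with compounds at 1:260 dilution of DMSO stock. Lysed, then beta-galactosidase activity read as FDG fluorescence (ex 480/em 540) after 30 min, with pre-read for autofluorescence.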
AT treatment: potential ataxia-telangiectasia treatment | hit rate 0.19% among 320,000 | Potency, µM (series often up to 57.5 µM), for inactives: at the top dose activation, actives largely listed as activators | […] A-T fibroblasts, KAP-1 phosphorylation AlphaLISA; neocarzinostatin DNA damage 30 min before lysis; further: potency means the concentration at half of the fitted maximal effect; % of control where 0% means no effect; nearly all actives have a fitted effect of over 45% in size
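ATM-like activity read as KAP-1 phosphorylation via AlphaLISA donor/acceptor antibody pairs after lysis and 6 hr at 25C. Cells were ATM-null patient fibroblasts ([…], hTERT), dosed 60 min, then exposed to the DSB inducer NCS for 30 min.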
TCR act: T cell receptor activation; 330,000 tested, under 10 active; primary human leukocytes, anti-CD3, IL-2 HTRF, 48 h; Potency, µM (highest dose often 9.22 µM), without a hit: top-dose activation of IL-2 secretion, usual class: activators; further: % of control where 0% means no effect
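HTRF read-out of IL-2 secretion: europium cryptate donor excited at 320nm, d2 acceptor emission at 665nm. Cells were primary human leukocytes incubated 48 hr with compounds and a-CD3 beads, supplying TCR signal only.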
TSG101-PTAP inh: blocks PTAP/TSG101 interaction to inhibit HIV-1 budding; Q99816; Fluorescence polarization, FITC-PTAP peptide / Tsg101 binding; Potency, µM (series often up to 115 µM), for inactives: top-dose activity change, negative = inhibition, hits mostly inhibitors; 340,000 tested, under 10 active; AID 493005; active means well fitted inhibition curve with a large enough effect in the main read-out, with a control signal flat, not every such curve was filed as active; inconclusive means small, poorly fitted or top-dose-only effect, or effect the other way, or a change in a side signal; inactive means no such curve, though single readings can be large or run the other way; further: potency means the concentration at half of the fitted maximal effect; % of control where 0% means no effect
Target sequence (Q99816 whole entry, looked up): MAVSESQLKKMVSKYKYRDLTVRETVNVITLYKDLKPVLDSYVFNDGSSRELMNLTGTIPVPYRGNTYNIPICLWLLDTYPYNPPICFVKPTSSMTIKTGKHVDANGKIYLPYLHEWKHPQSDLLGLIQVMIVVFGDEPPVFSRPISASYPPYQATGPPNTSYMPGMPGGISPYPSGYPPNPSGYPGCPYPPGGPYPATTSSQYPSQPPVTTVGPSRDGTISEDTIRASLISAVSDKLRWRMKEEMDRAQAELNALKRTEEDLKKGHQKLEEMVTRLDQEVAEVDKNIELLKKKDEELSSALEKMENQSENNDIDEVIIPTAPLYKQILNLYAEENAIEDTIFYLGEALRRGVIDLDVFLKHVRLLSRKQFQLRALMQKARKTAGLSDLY
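Steps: Tsg101 binding domain dispensed (10 uM final), compounds pinned in DMSO, FITC-labeled PTAP-motif peptide added (50 nM final); after 20 min binding at room temperature, polarization measured.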
Mito fusion act: blocks mitochondrial division or promotes mitochondrial fusion. hit rate 0.23% among 320,000. Potency, µM (doses to about 46.1 µM), for inactives: at the top dose growth rescue (activation), actives largely listed as activators. S. cerevisiae fusion-defective mutant growth rescue, CellTiterGlo 48 h;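 further: potency means the concentration at half of the fitted maximal effect; % of control where 0% means no effect; nearly all actives have a fitted effect of over 45% in size; temperature-sensitive fusion mutants such as fzo1-1 at 37 °C on non-fermentable ethanol glycerol medium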
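Yeast fusion mutant, YPEG (non-fermentable carbon), compound, 48 h at 37C non-permissive; CellTiterGlo added, 10 min RT, luminescence read. Rescued growth = division inhibition.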
TSHR antagonist: blocks TSH signaling through the human TSH receptor; TSHR-expressing cells, TSH-stimulated cAMP HTRF, 2 h; hits give low values; hit rate 0.2% among 330,000; AID 504810; activity change, negative = inhibition, % at 11.5 µM;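 active means activity change below a set negative limit, meaning inhibition stronger than a set level, cut at about -70% in these data; inconclusive means activity change between two set negative limits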; further: on the % scale 0 is the no-effect control and ±100 the full control effect
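Antagonism was scored as loss of TSH-driven cAMP in TSHR cells, stimulated with 4nM TSH (EC80) for 2 hours at 37 deg C and detected by homogeneous HTRF competition immunoassay.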
Numbers without * were called inactive; ? = inconclusive; . = not tested or not shown; [ ] = another dose, or the depositor's remark. Unless noted, the call rests on the fitted dose curve; in most records, active means well fitted curve in the direction sought with a large enough effect; inconclusive means small, poorly fitted or top-dose-only effect, or another doubt; inactive means no such curve, though single readings can be large; an effect the other way counts as inactive or inconclusive. Not all compounds are listed; count on the stated rates, not on these rows.

Value order – Integrin act MD | TCR act | TSHR antagonist | TSG101-PTAP inh | MBNL1-CUG inh | Mito fusion act | S-ASM inh | MLL CXXC-DNA inh | AT treatment | Menin MLL FP TR
Cc1ccc(S(=O)(=O)c2c(N)n(/N=C/c3ccco3)c3nc4ccccc4nc23)cc1C
  11.8% | 4.6% | 16.1 | -2.7% | 7.1% | ? | 373.5%[activator] | 14.5% | 7.2% | ?
COC(=O)c1nn(-c2nc(-c3cccc(OC)c3)cc(C(F)(F)F)n2)cc1[N+](=O)[O-]
  20.6% | 3.9% | -9.3 | -1.4% | 5.7% | -4.7% | 1.0% | 5.9% | -1.2% | 10.1%
O=C(Nc1ccccc1Oc1ccccc1)c1cnccn1
  0.1% | 0.4% | -0.1 | -1.4% | 15.2% | 10.1% | -2.3% | -4.7% | -0.3% | 1.0%
N[C@@H](Cc1cnc[nH]1)C(=O)O
  . | . | 2.7 | . | . | -10.5% | . | 0.7% | . | -3.4%
CCOC(=O)c1c(C)c(C(=O)NCc2ccc3c(c2)OCO3)c(C)n1C
  1.3% | 2.4% | 8.7 | 4.5% | 4.4% | -5.2% | -2.3% | 7.3% | 2.7% | -6.2%
COc1ccc(/C=C(\C#N)C(=O)Nc2cc(S(=O)(=O)N3CCCCC3)ccc2N2CCCCC2)cc1
  19.1% | 2.3%[46.1 µM] | -1.7 | 0.1% | 7.0% | -0.4% | -3.7% | -1.9% | -3.6% | -10.1%
Cc1cc(-c2c(C(=O)N3CCOCC3)c(C)nn2-c2cccc(C(F)(F)F)c2)no1
  24.5% | 2.0% | -1.8 | 1.1% | . | -7.2% | 2.5% | 11.6% | -1.5% | .
COc1ccc(C(CC(=O)Nc2cc([N+](=O)[O-])ccc2OC)c2ccccc2)cc1 (configuration not stated)
  -26.0% | 3.5%[46.1 µM] | -19.3 | -7.0% | ? | -23.2% | -6.7% | 5.8% | 14.7% | ?
CN(Cc1ccccc1)Cc1ccccc1C(O)c1ccccc1 (configuration not stated)
  7.3% | -4.9% | . | -1.9% | . | . | -0.4% | . | . | .
Cc1nc2ccccc2n1CC(=O)c1ccc(O)c(O)c1
  7.2% | 13.2% | -10.1 | . | . | 2.1% | -0.4% | . | 1.6% | .
CCN(CC)CCN(C(=O)CCS(=O)(=O)c1ccccc1)c1nc2cc3c(cc2s1)OCO3
  -14.4% | 3.7% | -15.3 | 1.1% | -0.9% | 0.5% | -2.5% | ? | 1.9% | ?
O=C(NCCc1ccccc1)C(c1ccccc1F)N(C(=O)c1csnn1)C1CC1 (configuration not stated)
  -22.7% | -5.3% | -5.2 | -1.7% | -2.1% | 3.5% | 4.2% | -0.9% | 6.4% | 3.7%
CCCc1nnc(NC(=O)c2ccncc2)s1
  -21.7% | -2.5% | 11.3 | -1.3% | -7.2% | 2.8% | -1.3% | ? | 1.6% | -16.4%
COc1ccccc1CNC(=O)[C@@H]1CCCN1S(=O)(=O)c1ccc(C)cc1
  -5.7% | 0.5% | -9.9 | -1.0% | 0.9% | -0.2% | -0.9% | -3.6% | 8.0% | -15.5%
CC(=O)c1c(C)oc2ccc(NS(=O)(=O)c3cccs3)cc12
  15.3% | -9.1% | 0.5 | -1.4% | -17.5% | 4.9% | -0.8% | 18.4% | 4.2% | 7.4%
c1ccc2c(C3=NNC(=NC4CCCCC4)SC3)c[nH]c2c1
  -47.7%[inhibitor] | 0.8%[46.1 µM] | 3.5 | -1.1% | . | -18.8% | -0.3% | 17.0% | -2.9% | -14.0%
O=C1CSC(c2cccc([N+](=O)[O-])c2)N1c1ccccc1F (configuration not stated)
  -3.9% | 2.4% | 6.6 | 0.3% | ? | -0.4% | -4.0% | 13.6% | 1.4% | 2.1%
CC(=O)c1c(C)[nH]c(C(=O)OCc2csc(CC(=O)Nc3ccccc3C)n2)c1C
  ? | -5.3% | -24.5 | -3.8% | . | . | -3.1% | . | 8.4% | .
COCCn1c(C)cc(C(=O)CN2CCCCC2)c1C
  4.6% | -1.1% | 1.2 | -6.6% | -2.1% | -1.9% | 2.2% | 4.5% | -2.8% | -18.6%
O=C(NCCN1CCCC1)C(c1ccccc1)c1ccccc1
  8.9% | 2.8% | -32.6 | 0.6% | -12.4% | -8.0% | -0.9% | 9.0% | 28.2% | -4.3%
CCNCCNc1ccc(Cl)cc1[N+](=O)[O-]
  -40.6% | 6.9% | . | -4.6% | . | . | -16.4% | . | . | .
O=C(c1cnn2c(C(F)(F)F)cc(-c3ccc(Br)cc3)nc12)N1CCOCC1
  19.8% | 2.6% | -11.9 | -1.8% | ? | 1.8% | 8.6% | 4.7% | 4.6% | 2.4%
COc1ccc(N(CC(=O)N/N=C/c2ccco2)S(=O)(=O)c2ccccc2)cc1Cl
  6.9% | -8.8% | -0.3 | -6.8% | 12.5% | 2.6% | -3.3% | 15.5% | 2.6% | .
CCOC(=O)C1=C(CS(=O)(=O)c2ccccc2)NC(=O)NC1c1cc(OC)c(O)c(OC)c1 (configuration not stated)
  16.8% | -1.9% | -7.4 | -4.1% | -0.9% | -7.9% | 1.7% | 5.3% | -2.2% | -17.8%
Cc1cccc2cc(CN(Cc3ccco3)C(=O)c3cccs3)c(=O)[nH]c12
  3.3% | -240.8% | 20.7 | -3.5% | 5.2% | 0.6% | -0.4% | ? | 4.8% | -7.8%
CCCCC(=O)Nc1nnnn1CCC
  3.5% | 0.5%[46.1 µM] | 0.2 | -2.1% | -6.2% | -1.5% | 3.3% | 2.6% | 8.6% | -10.1%
Cc1nn(C)c(Cl)c1CN1CCN(CCC(C)C)C(CCO)C1 (configuration not stated)
  16.0% | -3.1% | 1.3 | -2.3% | -15.1% | 3.2% | 1.1% | ? | -7.6% | .
O=C(Nc1cccc(C(=O)Nc2ccccc2C(=O)O)c1)c1cccc(Cl)c1
  ? | 7.2% | . | -7.3% | . | . | 5.4% | . | . | .
O=C(c1ccccc1)c1ccc2c(c1)OCCOCCOCCO2
  -36.1% | -0.5% | -2.1 | 4.4% | -11.3% | 2.6% | -2.1% | 5.8% | -6.3% | .
Cc1c(Cl)cccc1NC(=O)CSc1nncn1-c1cccnc1
  -0.5% | 1.4% | 2.0 | 0.2% | -8.4% | 5.2% | 3.0% | -3.2% | -2.9% | 5.7%
CN(C)S(=O)(=O)c1ccc(S(=O)(=O)N2CCCC2)cc1
  1.0% | -2.6% | 7.0 | -6.6% | -0.5% | -3.4% | 0.2% | -4.2% | 4.7% | 0.3%
COc1ccc(NC(=O)c2cc(-c3ccc4c(c3)OCO4)on2)cc1
  -16.9% | -1.0% | 13.4 | -1.9% | 9.8% | -6.8% | 13.1% | -7.2% | -1.7% | 39.3%[activator]
NC(=O)C1CCN(c2nc3ccccc3nc2NS(=O)(=O)c2ccc(Br)cc2)CC1
  16.2% | 4.3% | -5.5 | -11.7% | . | . | 4.5% | . | 15.2% | .
CCN(CC)C(CNC(=O)CSc1nnnn1-c1cccc(F)c1)c1ccco1 (configuration not stated)
  -17.5% | -1.9% | -6.5 | -4.1% | . | -2.9% | 5.8% | . | -5.0% | .
CN1CCN(C(=O)CCN2C(=O)/C(=C\c3ccc(F)cc3)SC2=S)CC1
  -43.5%[inhibitor] | 2.4% | 14.3 | -0.5% | . | . | -4.7% | . | 16.7% | .
COc1cccc(/C=N/NC(=O)CSc2ccccc2C)c1O
  -16.1% | 0.2%[46.1 µM] | -11.7 | 1.1% | -4.3% | 0.9% | 4.0% | 4.5% | 9.8% | 0.5%
Cc1ccc(N2CCN(C(=O)N3CCOCC3)CC2)c(C)c1
  33.8% | 1.8% | 7.8 | 0.0% | 5.6% | 0.3% | -0.2% | 5.7% | 5.6% | 1.6%
Cc1cccc(N2C(=O)c3cccc4c(N5CCCCC5)c([N+](=O)[O-])cc(c34)C2=O)c1C
  -15.1% | 3.6%[46.1 µM] | 2.3 | -1.7% | -8.6% | -0.2% | -1.3% | 0.8% | -8.7% | 0.2%
Cc1csc(SCC(=O)NC(=O)NC(C)(C)C)n1
  0.5% | -0.3% | -2.7 | -0.3% | 7.2% | -1.1% | -3.0% | 4.1% | 0.1% | -3.5%
Cc1nnc(SCC(=O)N2CCN(c3cccc(Cl)c3)CC2)n1C1CC1
  -4.0% | -37.0% | -11.8 | -3.9% | . | -0.4% | 1.8% | . | 11.3% | .
CC(C)=CC[N+]1(C)CCCCC1
  3.9% | -2.1%[46.1 µM] | -3.3 | -1.4% | -2.6% | 1.3% | 1.6% | 3.1% | 16.9% | 0.8%
